# Screens: PubChem BioAssay, several laboratories
# STEP inh – STEP (human) phosphatase inhibition; P54829; recombinant STEP, OMFP fluorogenic substrate, fluorescence; inhibition, % at 20 µM; 360,000 tested, 0.25% active; AID 588621;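 active means inhibition at 20 µM, scaled per plate between control wells, above about 37%, limit read from the data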;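 further: 0% = DMSO with enzyme and substrate and 100% = substrate only without enzyme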
#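 Also added – OMFP at 25 µM · Test system – STEP tyrosine phosphatase · Technique – FITC-channel fluorescence of OMFP product · Schedule – 20 min at room temperature, dark · Evaluation – control-normalized % inhibition with plate pattern correction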
# Tb MetRS inh – blocks T. brucei methionyl-tRNA synthetase activity; purified T. brucei MetRS, ATP depletion, Kinase-Glo luminescence; inhibition, % at 11.9 µM; 360,000 tested, 0.4% active; AID 624268;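 active means inhibition above a per-plate cutoff of the control wells' mean inhibition plus 3 SD, cut at about 5.5% in these data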;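 further: 0% = DMSO wells median and 100% = median of wells with control inhibitor compound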
#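 technique = Kinase-Glo luminescence, ATP depletion format | system = purified MetRS (methionyl-tRNA synthetase) enzyme from Trypanosoma brucei | timing = 15 min preincubation, 2 h reaction, all 25 °C | evaluation = percent inhibition versus plate control medians | dosing = single dose, 11.9 µM final nominal, 0.9% final DMSO | also added = substrates ATP, L-methionine and bulk Escherichia coli tRNA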
# NadD block – blocks S. aureus nicotinate mononucleotide adenylyltransferase; purified NadD enzyme, colorimetric absorbance read-out; inhibition, % at 20 µM; 360,000 tested, 0.78% active; AID 602399; in the data active means inhibition above about 26%; further: some compounds past the cut are filed as inactive
# Rpn11 inh – blocks the human proteasome subunit Rpn11; 360,000 tested, 0.59% active; calls only at 20 µM; human 26S proteasome, Ub4-pepOG fluorescence polarization; 20S core pre-blocked with epoxomicin;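 active means inhibition at 20 µM, scaled to each plate's controls, above about 33%, limit read from the data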
# DNMT1 block – DNMT1 (human) enzyme inhibition; P26358; DNMT1 molecular beacon, Hinp1I cleavage, fluorescence; inhibition (reported as % activation of signal), % at 10 µM; 360,000 tested, 0.83% active; AID 588458; in the data active means inhibition above about 50%
# Target sequence (P26358 504-1616 limits assumed): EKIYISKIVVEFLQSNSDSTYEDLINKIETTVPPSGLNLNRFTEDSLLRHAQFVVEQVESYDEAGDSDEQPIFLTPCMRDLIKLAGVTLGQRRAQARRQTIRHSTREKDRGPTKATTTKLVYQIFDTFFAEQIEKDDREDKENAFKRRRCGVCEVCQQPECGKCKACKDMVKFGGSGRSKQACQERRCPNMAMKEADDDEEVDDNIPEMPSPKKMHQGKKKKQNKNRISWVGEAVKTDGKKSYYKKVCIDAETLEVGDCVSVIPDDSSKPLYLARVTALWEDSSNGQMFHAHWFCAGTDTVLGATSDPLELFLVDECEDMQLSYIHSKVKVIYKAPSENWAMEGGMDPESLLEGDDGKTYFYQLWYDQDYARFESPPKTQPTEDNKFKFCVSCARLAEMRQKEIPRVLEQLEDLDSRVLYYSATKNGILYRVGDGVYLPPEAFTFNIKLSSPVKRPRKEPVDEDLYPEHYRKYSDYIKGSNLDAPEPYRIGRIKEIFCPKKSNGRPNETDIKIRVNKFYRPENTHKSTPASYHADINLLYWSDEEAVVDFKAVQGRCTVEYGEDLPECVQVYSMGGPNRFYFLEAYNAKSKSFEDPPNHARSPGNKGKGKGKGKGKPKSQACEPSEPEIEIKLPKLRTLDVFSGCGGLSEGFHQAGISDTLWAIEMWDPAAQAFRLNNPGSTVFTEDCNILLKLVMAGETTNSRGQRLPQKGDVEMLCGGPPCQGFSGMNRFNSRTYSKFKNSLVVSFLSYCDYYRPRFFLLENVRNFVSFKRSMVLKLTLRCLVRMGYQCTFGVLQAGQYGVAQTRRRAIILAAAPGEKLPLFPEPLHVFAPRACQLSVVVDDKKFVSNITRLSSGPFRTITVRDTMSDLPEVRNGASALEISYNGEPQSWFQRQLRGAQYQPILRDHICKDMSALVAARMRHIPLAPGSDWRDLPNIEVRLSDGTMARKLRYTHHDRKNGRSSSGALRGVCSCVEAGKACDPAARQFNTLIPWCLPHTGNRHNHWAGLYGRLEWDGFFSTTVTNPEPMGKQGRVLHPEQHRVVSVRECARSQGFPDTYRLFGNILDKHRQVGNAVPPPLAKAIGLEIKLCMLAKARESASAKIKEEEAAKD
# CSN deneddyl inh – inhibitors of human CSN-mediated cullin deneddylation; 360,000 tested, 0.38% active; inhibition, % at 12.5 µM; Purified CSN, SCF-Nedd8-OG deneddylation, fluorescence polarization; AID 651999; Q92905;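 active means pattern-corrected inhibition above about 35%, with an unprinted fluorescence ratio check between 0.5 and 1.5, limit read from the data, passing the limit was not always enough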;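 further: 0% = enzyme with substrate and 100% = substrate without enzyme; some results filed as inactive read as strong as hits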
#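 Material: purified human Csn5 enzyme expressed in HEK293T cells / Medium: Tris buffer pH 7.5, NaCl, DTT, Tween-20, trehalose, ovalbumin / Compound dosing: 12.5 µM single point / Schedule: 90 min incubation of compound, enzyme and substrate at room temperature / Signal: fluorescence polarization of the substrate / Control set: no-enzyme wells high, enzyme-with-substrate wells low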
# LMPTP block – blocks human LMPTP phosphatase | P24666 | recombinant LMPTP-A, OMFP fluorogenic substrate, fluorescence intensity | inhibition, % at 20 µM | 360,000 tested, 0.22% active;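 active means compounds that cut the enzyme signal by at least half of the control window in the single-dose screen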;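 further: plate controls were DMSO wells with enzyme plus substrate for no effect and substrate without enzyme for full effect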
#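 Buffer or medium: Bis-Tris pH 6.0, DTT, detergent; Assay system: LMPTP-A enzyme; Quantity: 0.625 nM enzyme; Detection: endpoint fluorescence intensity; Times: 50 min dark incubation at room temperature; Controls: substrate-only low control, DMSO enzyme-plus-substrate high control; Doses: single 20 µM dose; Read-out: percent inhibition versus substrate-only and uninhibited controls; Reagent: 400 µM OMFP.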
# PABP1 MLLE inh – inhibitors of microRNA-mediated deadenylation, human PABP1 MLLE binding. 360,000 tested, 0.36% active. AID 588489. inhibition, % at 20 µM. P11940. GST-MLLE / FITC-PAM2 fluorescence polarization; in the data active means inhibition above about 35%, passing the limit was not always enough;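 further: plate controls were DMSO wells with GST-MLLE for no effect and wells lacking GST-MLLE protein for full effect; some results filed as inactive read as strong as hits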
# Scp-1 inhibitor – blocks human Scp-1 phosphatase activity | Recombinant Scp1, phosphopeptide, malachite green phosphate absorbance | inhibition, % at 20 µM | 340,000 tested, 0.88% active;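 active means inhibition above about 50% at 20 µM, limit read from the data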;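 further: plate controls were DMSO wells with enzyme for no effect and wells lacking enzyme for full effect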
#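 Test system: SCP-1 phosphatase catalytic domain, residues 76-261; measured by: colorimetric phosphate reagent with accelerator and stabiliser, absorbance at 630 nm; timing: enzyme reaction 45 min at room temperature, colour 5 min, stabilisation 30 min; also added: Phosphorylated 17-residue peptide substrate; compound dosing: one concentration, 20 µM, with 1.0% DMSO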
# SUMO1-SIM PPI – SUMO1-SIM interaction modulation; inhibition, % at 20 µM; SUMO1 binding to a labelled peptide, TR-FRET, 1 h; 360,000 tested, 0.33% active; P63165; in the data active means inhibition above about 37%
# The depositor's hits bear a star; i = inactive; · = not tested or not shown; + = active, no number.
smiles	STEP inh	Tb MetRS inh	NadD block	Rpn11 inh	DNMT1 block	CSN deneddyl inh	LMPTP block	PABP1 MLLE inh	Scp-1 inhibitor	SUMO1-SIM PPI
COc1cc(-c2n[nH]c(=O)o2)cc(OC)c1OC	-1	-2.3	0	i	1	-2	-0.6	-15	-2	2
CCOC(=O)C1(Cc2ccccc2C)CCCN(C(=O)c2sccc2C)C1 (stereo not drawn)	-2	-0.3	-2	i	1	16	1.7	4	-6	0
COc1cc(CNc2ncc(-c3ccc(Br)cc3)n2C)cc(OC)c1O	2	-0.2	-2	i	2	3	-0.6	4	1	6
Cn1nc(-c2ccc(Cl)cc2)c2cc(C(=O)N3CCN(c4ccccn4)CC3)sc21	4	0.3	9	i	-10	3	9.7	-14	0	-5
COC(=O)/C=C/c1ccccc1S(=O)(=O)N(Cc1ccccc1)Cc1ccco1	2	0.0	13	i	24	-1	1.5	-72	73*	1
CC1CCN(C(NC(=O)c2ccco2)C(=O)c2ccccc2)CC1 (stereo not drawn)	0	0.0	1	i	2	0	-0.7	-2	-1	6
O=C(NC(=S)Nc1ccc(C(F)(F)F)cc1)c1csnn1	1	0.0	-2	i	-2	3	1.9	36	-6	-4
CCN1CCCC1CNC(=O)CSc1cc(=O)n(CC)c2ccccc12 (stereo not drawn)	1	-0.2	0	i	-2	-2	-0.9	18	-3	-1
O=C(Nc1ccc(Cl)cc1F)c1cccc2ccccc12	3	0.5	-5	i	1	-3	3.7	8	-5	-3
CCOc1ccc(S(=O)(=O)/N=C(/Nc2ccc(OC)cc2)c2ccccc2)cc1	-1	0.0	-7	i	0	1	0.0	5	-5	3
COC(=O)C1=CN(c2ccc(OC)cc2OC)C(N)=C(C#N)C1c1cccc([N+](=O)[O-])c1 (stereo not drawn)	·	-0.1	·	·	·	-2	2.0	·	·	-12
C=CCc1cccc(/C=N/n2cnnc2)c1O	-2	-1.1	0	i	9	-1	-0.6	34	0	1
CC1CCN(Cc2nnnn2CCCC(=O)NCC(C)(C)N2CCOCC2)CC1	-1	-0.4	1	i	-1	-8	-1.1	-6	-3	-4
O=C1Oc2ccccc2C(=O)/C1=C\N1CCN(c2ccccc2)CC1	-3	-1.0	-13	i	2	-1	-0.8	-10	-5	-1
CCOC(=O)c1oc2cc(O)ccc2c(=O)c1-c1ccccc1OC	2	-0.6	-2	i	-2	4	-1.1	4	-8	-4
O=C(Nn1cnnc1)c1cc(Br)ccc1Cl	0	-0.8	6	i	1	2	-1.4	5	1	1
O=C(CSc1nc(-c2ccc(F)cc2)nc2c1Cc1ccccc1O2)Nc1cccc(C(=O)O)c1	97*	-1.4	10	+	99*	43*	88*	-4	89*	108*
CC(=O)NNC(=O)c1[nH]c2ccc(Br)cc2c1-c1ccccc1	-3	-0.2	-7	i	-5	4	-1.5	-3	-13	-12
Cc1noc(C)c1COc1ccc(C(=O)Nc2ccccn2)cc1	-2	0.4	-5	i	1	0	0.1	-8	-5	3
COc1ccc(C(=O)C2CCCN(Cc3ccc(NC(C)=O)cc3)C2)cc1OC (stereo not drawn)	0	-0.6	-6	i	2	6	0.8	-2	-3	2
CCOc1cc(NS(=O)(=O)CC)c(OCC)cc1NC(=O)c1ccco1	-1	-0.7	-2	i	-6	4	-1.0	1	-7	-1
Cc1nc(N2CCC(C)CC2)c2c(C)c(C(=O)Nc3cc(F)ccc3C)sc2n1	-1	-0.6	7	i	2	2	2.5	1	4	33
C/C(=N\Nc1cc(C)nc(-c2ccccc2O)n1)c1ccccc1O	-2	-0.1	1	i	-12	12	5.1	12	-14	10
O=C(NC1(C(F)(F)F)C(=O)Nc2c1c(=O)[nH]c(=O)n2-c1ccc(F)cc1)c1cccnc1 (stereo not drawn)	-1	-0.3	7	i	0	4	-1.2	9	-6	2
COc1ccc(NC(=O)c2cc3ccccc3cc2O)cc1	2	-0.8	-3	i	-24	2	4.9	1	29	3

# Molecules above that contain a furan ring, fused or not, in the order listed:
smiles	STEP inh	Tb MetRS inh	NadD block	Rpn11 inh	DNMT1 block	CSN deneddyl inh	LMPTP block	PABP1 MLLE inh	Scp-1 inhibitor	SUMO1-SIM PPI
COC(=O)/C=C/c1ccccc1S(=O)(=O)N(Cc1ccccc1)Cc1ccco1	2	0.0	13	i	24	-1	1.5	-72	73*	1
CC1CCN(C(NC(=O)c2ccco2)C(=O)c2ccccc2)CC1 (stereo not drawn)	0	0.0	1	i	2	0	-0.7	-2	-1	6
CCOc1cc(NS(=O)(=O)CC)c(OCC)cc1NC(=O)c1ccco1	-1	-0.7	-2	i	-6	4	-1.0	1	-7	-1

# Continuation.
smiles	STEP inh	Tb MetRS inh	NadD block	Rpn11 inh	DNMT1 block	CSN deneddyl inh	LMPTP block	PABP1 MLLE inh	Scp-1 inhibitor	SUMO1-SIM PPI
CC1CCCC(C)N1C(=O)Cn1cc(C#N)c2ccccc21 (stereo not drawn)	1	-0.3	-4	i	-2	-9	-0.1	6	-4	0
Cc1cc(C)n2c(=S)[nH]nc2n1	1	-1.0	4	i	1	-1	-0.8	29	6	6
CCCC1NC(=S)NC(C)=C1C(C)=O (stereo not drawn)	-1	-0.7	6	i	0	9	1.4	-107	2	0
Nc1nc2ccc(-c3nc4ccccc4o3)cc2s1	-1	-0.3	-4	i	-15	-3	0.6	-5	5	-3
CSc1ccc(S(=O)(=O)N2CCC(C(=O)NC3CC3)CC2)cc1	0	-0.8	3	i	1	-3	1.1	-6	-3	3
CCCSc1nnc2c(n1)OC(c1cccn1C)N(C(C)=O)c1ccccc1-2 (stereo not drawn)	-11	-1.0	4	i	-2	-2	-2.5	3	-3	-3
OCCN(CCO)Cc1ccc(Br)cc1	-1	-1.6	-5	i	8	-3	-1.1	1	-14	1
CCN(CC)CCN(CC(=O)N(C1CCCCC1)C1CCCCC1)C(=O)c1ccco1	-3	-0.8	2	i	-1	1	-1.5	2	-3	1
N#Cc1ccccc1OCC(=O)N(C1CCCCC1)C1CCS(=O)(=O)C1 (stereo not drawn)	-1	0.0	-1	i	6	3	-1.4	-5	2	2
CC(Sc1nc2c([nH]c3ccccc32)c(=O)n1C)c1ccccc1 (stereo not drawn)	1	-0.7	-2	i	39	-2	0.5	-32	-13	2
CCOc1ccc(NC(=O)Cn2cncc2-c2ccc([N+](=O)[O-])cc2)cc1	4	-0.9	-5	i	35	4	17	-5	-6	-11
COCCn1ccc(O)c(Cc2ccc(Cl)cc2)c1=O	-1	0.5	-8	i	-4	-3	-0.4	-3	-5	0
COc1cccc(-c2ccc3c(c2)N(Cc2ccccc2OC)C(=O)C(C)S3)c1 (stereo not drawn)	2	0.0	-5	i	-8	2	4.2	4	·	-1
CC(=O)OC1C(OC(C)=O)N(C(C)=O)C(=O)N1C(C)=O (stereo not drawn)	-2	0.2	-2	i	3	0	-1.6	-3	-13	0
COc1cccc(NC(=O)c2nnn(CC(=O)Nc3cc(C)cc(C)c3)c2N)c1	2	-0.8	-11	i	17	5	1.2	-8	-4	-4
OC(COc1ccc2ccccc2c1)Cn1ccnc1 (stereo not drawn)	1	-0.3	2	i	19	6	-0.7	-2	-3	0
O=C(Nc1ccc(Cl)cc1C(=O)Nc1ccncc1)c1ccco1	-5	-0.5	-1	i	21	-6	0.1	-4	2	7
Cc1c(OCC(=O)NCCN2CCOCC2)ccc2c1oc(=O)c1ccccc12	-2	0.7	-23	i	6	3	1.8	12	0	2
O=C(C(=O)N1CCN(c2ccncc2)CC1)c1cccc(Br)c1	·	0.1	·	·	·	-4	2.3	·	·	-18
CCN(CC(=O)NCc1ccc(F)cc1)C(=O)COc1ccc2ccccc2c1	-1	0.9	-3	i	-10	2	-0.5	-5	-8	0
CC(OC(=O)CC1CCCCC1)C(=O)Nc1ccc(S(N)(=O)=O)cc1 (stereo not drawn)	6	-0.1	-4	i	-6	5	-1.5	-15	-7	5
Cc1noc(NS(=O)(=O)c2ccc(NC(=O)NC(C)(C(F)(F)F)C(F)(F)F)cc2)c1C	0	-0.6	3	i	-1	3	0.5	-9	-7	2
O=C(CSc1nc2cc(Cl)ccc2s1)Nc1cccc(S(=O)(=O)N2CCOCC2)c1	-2	1.7	0	i	-5	-7	2.6	-92	-12	3
Cc1ccc(-c2nn(CC(N)=O)c(=O)c3ccccc23)cc1S(=O)(=O)N(C)C	0	-0.4	1	i	1	-5	-1.9	-7	-8	2
Cc1ccccc1OCC(=O)NC(=S)Nc1ccc(S(=O)(=O)NC2CCCCC2)cc1	-1	-0.9	5	i	-3	5	1.0	23	5	2

smiles	STEP inh	Tb MetRS inh	NadD block	Rpn11 inh	DNMT1 block	CSN deneddyl inh	LMPTP block	PABP1 MLLE inh	Scp-1 inhibitor	SUMO1-SIM PPI
Cn1c(NCC(O)c2ccccc2)nc2c1c(=O)n(Cc1ccc(Cl)c(Cl)c1)c(=O)n2C (stereo not drawn)	1	-0.3	3	i	-9	0	4.0	-3	2	12
CCn1c(CSc2nc(C)cc(C)n2)nnc1SCC(=O)Nc1nc(-c2ccccc2)cs1	-2	-1.2	5	i	11	-2	-0.7	-34	3	-3
COc1cc(C(=O)NC(=S)Nc2ccc3ccccc3c2)cc(OC)c1OC	2	-0.1	-6	i	-19	5	3.5	24	·	-4
CC(C=CC(O)=C1C(=O)CNC1=O)=C[C@@H](C)C1OC2(C)OC(C(=O)C3O[C@@]32C)C1C (stereo partly drawn)	·	-0.4	-4	·	·	-2	1.3	·	·	2
O=C1NC[C@@H](CCCCN2C[C@H](Cc3ccc(O)cc3)N(Cc3ccccc3)C(=O)C2=O)N(CCC2CCCCC2)C1=O	·	-0.5	25	·	·	0	-0.5	·	·	2
CCOc1ccc(NC(=O)CN2CCN(CC(=O)c3ccc(OCC)cc3)CC2)cc1	-1	-0.4	-5	i	-6	-2	-0.6	-4	1	-3
Cc1cc(O)cc(O)c1/C=N/NC(=O)c1ccc2c(c1)OCCO2	-1	0.9	-2	i	1	-11	0.9	49*	·	-8
Cc1cc(C)n(-c2nc(-c3ccc(Cl)c(Cl)c3)cs2)n1	2	-0.1	0	i	22	10	2.0	-8	-10	0

# Not a hit list; overall some 3.6% were active at least once.
